Screening data from PubChem BioAssay.
S3 lipid droplet = qHTS Assay for Lipid Storage Modulators in Drosophila S3 Cells. Drosophila S3 cells, BODIPY lipid droplet fluorescence, 18-24 h; cells fed with added oleic acid. Potency in µM for hits, for the others lipid storage change, negative = inhibition, % at the top dose, mostly 46.1 µM. 0.64% of 320,000 active. AID 2685; active = well fitted inhibition curve with a large enough effect in the signal ratio, with a control signal flat, not every such curve was filed as active; inconclusive = small, poorly fitted or top-dose-only effect, or effect the other way, or a change in a side signal; the % refers to the signal ratio
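Drosophila S3 cells got compounds at several concentrations plus oleic acid (400 uM solution). Laser-scanning cytometry with 488 nm excitation read lipid droplets at 500-530 nm and cells at 575-640 nm. Percent activity was relative to 20 uM Triacsin C.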
S3 lipid droplet cell count max = second read-out of S3 lipid droplet, no call of its own (marks repeat the call); cell number change, %; measured here: cell count max response;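 cells counted by Cell Tracker Red CMTPX staining in the red channel; peak over a dose series mostly up to 46.1 µM; percent activity relative to internal control wells on each plate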
* = called active by the depositor; i = inactive; ? = inconclusive; . = no result given. % is set by controls: 0 for no effect and ±100 for the full control effect; potency is the fitted concentration of half-maximal effect.

SMILES | S3 lipid droplet | S3 lipid droplet cell count max
COc1cc(NC(=O)Cn2ccsc2=N)c(C)cc1[N+](=O)[O-] | 4% | 11
COc1ccc(C)c2sc(N(CCCN(C)C)C(=O)c3ccc4c(c3)OCCO4)nc12 | 20% | .
CN(C)CCN(C(=O)c1cccc2ccccc12)c1nc2cc3c(cc2s1)OCO3 | ? | .
CC1CC(c2ccccc2)n2nc(NC(=O)c3ccco3)nc2N1 (stereo not drawn) | ? | .
CSc1ncc(CO)n1Cc1ccccc1 | 8% | -8
O=C(Nc1cc(S(=O)(=O)Nc2ccc(Cl)cc2)ccc1N1CCCCC1)c1ccc(F)cc1 | ? | .
Cc1cc2nc(/C=C/c3nc4cc(C)c(C)cc4[nH]3)[nH]c2cc1C | 10% | 1
CC(=O)c1ccc(NC(=O)CCSCCC(=O)Nc2ccc(C(C)=O)cc2)cc1 | ? | .
CCOC(=O)c1cnn(-c2ccccc2)c1-n1cccc1C(=O)C(=O)Nc1ccc(OC)cc1 | 15% | -3
Cn1/c(=N/NC(=O)c2ccccc2Br)sc2ccccc21 | -10% | .
COc1ccc(-c2oc3ccccc3c2C(=O)OCc2ccc([N+](=O)[O-])cc2)cc1 | 22% | 14
Cc1cc(Br)ccc1NC(=O)CN(C)C(=O)c1ccc(-n2cncn2)c([N+](=O)[O-])c1 | ? | .
CN(Cc1ccno1)Cc1cn(C)nc1-c1ccc(Oc2ccccc2)cc1 | 11% | 5
C/C(CC(=O)NCc1ccco1)=N\NC(=O)C(c1ccccc1)c1ccccc1 | -9% | 5
COc1cc(NS(=O)(=O)c2ccc(NC(=O)CSC3=NCCS3)cc2)nc(OC)n1 | ? | .
CCOc1cc2nc(-c3ccc(OC)c(OC)c3)nc(N3CC(C)OC(C)C3)c2cc1OC (stereo not drawn) | ? | .
CC(C)NC(=O)C(=O)Nc1cc2c3c(c1)C(C)C(=O)N3CCC2 (stereo not drawn) | -28% | .
CCn1c(C(C)NC(=O)c2ccc(C)cc2)n[nH]c1=S (stereo not drawn) | -1% | 16
Cc1ccccc1CN(C)C(=O)CNC(=O)c1ccc2ccccc2c1 | 6% | 8
CCOC(=O)c1c(NC(=O)CS(=O)(=O)c2cn(CC)c3ccccc23)sc2c1CCCCC2 | ? | .
O=C(Nc1nccs1)c1ccccc1N=Cc1ccccc1 | -14% | 3
OCC1(Cc2ccc(F)cc2)CCCN(Cc2ccc(F)cc2Cl)C1 (stereo not drawn) | ? | .
O=C(CCC(=O)NC1CCCCCC1)Nc1nnc(C(F)(F)F)s1 | ? | .
O=C(Nc1ccn(-c2ccccc2)n1)c1ccccc1Br | 20% | 9
Cc1nc2sc(C(c3ccco3)N3CCN(c4ccccc4)CC3)c(O)n2n1 (stereo not drawn) | ? | .
Cc1c(OC(C)C(=O)NCc2ccccn2)ccc2c3c(c(=O)oc12)CCC3 (stereo not drawn) | 12µM* | -27*
O=C(CNC(=O)c1cccs1)Nc1ccncc1 | 22% | 17
CCOc1ccc(Br)cc1S(=O)(=O)Nc1ccc(N2CCOCC2)cc1 | ? | .
C=C(C)Cn1c(CCNC(=O)C(C)(C)C)nc2ccccc21 | ? | .
N/C(=N\OC(=O)Oc1ccccc1)c1cccc([N+](=O)[O-])c1 | ? | .
COc1ccc(-c2cc(-c3ccccc3)n3ncnc3n2)cc1 | ? | .
C(=C\n1nnc2ccccc21)/c1ccccn1 | ? | .
O=C(O)c1ccc(OCC(F)(F)F)nc1 | -3% | 9
COc1ccc(OCc2cc(C(=O)NCC3CCCCO3)no2)c(Cl)c1 (stereo not drawn) | -14% | -11
COc1ccc(NC(=S)N(CCN2CCOCC2)Cc2cc3cc4c(cc3[nH]c2=O)OCO4)cc1 | ? | .
CN(C)C(=O)c1ccc2c(c1[N+](=O)[O-])C(=O)c1ccccc1C2=O | -26% | -18
O=C(NC(=S)NNC(=O)c1ccccc1O)c1ccc(F)cc1 | ? | .
CCc1ccc(-n2c(Cn3nc(C(F)(F)F)cc3C)n[nH]c2=S)cc1 | -1% | -16
COc1cc2c(cc1OC)CN(C(=O)C1CCN(S(=O)(=O)c3ccccc3F)CC1)CC2 | -6% | -9
CCON1C(=O)CN(C(=O)OC)C1c1ccc(Cl)cc1Cl (stereo not drawn) | 8% | 1
COC(=O)c1ccccc1NC(=O)c1ccccc1N(C)S(=O)(=O)c1ccccc1 | -12% | -8
CC1CCN(c2c(NCC3CCC(C(=O)N4CCCCC4)CC3)c(=O)c2=O)CC1 (stereo not drawn) | ? | .
CCN(CC(=O)Nc1c(F)cccc1F)C(=O)Cc1sc(C)nc1-c1ccc(F)cc1 | ? | .
FC(F)Sc1ccc(-n2c(-c3ccc(Cl)cc3)c[n+]3c2CCC3)cc1 | -8% | 10
CC(=O)c1sc(NC(=O)COc2ccc([N+](=O)[O-])cc2)nc1C | 0% | -11
CC1Cc2ccccc2N1C(=S)Nc1ccc(S(N)(=O)=O)cc1 (stereo not drawn) | 16% | 19
Cc1ccc2[nH]c(-c3ccccc3)cc(=O)c2c1 | ? | .
COc1ccc(-c2noc(CSc3nnc(Cc4ccccc4)n3-c3ccc(Cl)cc3)n2)cc1 | ? | .
CC(=O)c1sc(Nc2nc(C)cc(C)n2)nc1C | -3% | -8
Cc1cc(C(=O)NCCc2ccc(Cl)cc2)n(-c2ccccc2)n1 | 8% | 7
Further compounds follow:
SMILES | S3 lipid droplet | S3 lipid droplet cell count max
NNC(=O)CNC(c1ccccc1)c1cc(Br)ccc1NC(=O)CCN1CCOCC1 (stereo not drawn) | ? | .
CC(=O)c1ccc(-n2c(SCC(=O)c3c[nH]c4ccccc34)nc3ccccc3c2=O)cc1 | 2% | -6
O=C(O)c1ccc(S(=O)(=O)Cc2ccccc2)cc1 | ? | .
CCCOc1ccc(-c2nc(-c3ccc([N+](=O)[O-])cc3)cs2)cc1 | ? | .
O=C(/C=C/c1cccs1)c1cc(Cl)ccc1OC(=O)N1CCOCC1 | ? | .
CCCCOc1ccccc1C(=O)NCC(=O)O | ? | .
COc1ccc(OC)c(-c2nnc(SCC(=O)NC3CCCCC3)o2)c1 | ? | .
Cc1ccccc1NC(=O)C(C)Sc1nnc(-c2ccncc2)n1CC1CCCO1 (stereo not drawn) | 2.3µM* | 3.9*
Cc1ccc(NC(=O)CN(C)C(=O)C(C)OC(=O)c2ccccc2NCCO)cc1 (stereo not drawn) | i | -6
CCCCCCSc1cc(-c2nc3cc(C)ccn3c2NCCCC)ccc1OC | ? | .
COC(=O)c1sccc1NC(=O)c1ccc(Cl)cc1 | ? | .
N#Cc1nc(-c2ccc(F)cc2)oc1NCCN1CCOCC1 | ? | .
COC(=O)c1nnn(-c2ccsc2C(=O)OC)c1C(=O)OC | ? | .
COc1ccc2c(c1)[C@@H]1[C@H](CO2)[C@H](c2ccccc2)[C@]2(C)C(=O)NCC(=O)N12 | ? | .
O=S(=O)(c1ccccc1)N1N=C(c2ccccc2)CC1c1ccccc1F (stereo not drawn) | 10% | -6
O=S(=O)(c1ccc(-c2ccno2)s1)N1CCCCC1 | ? | .
COC(=O)CCCCCCCCC(=O)Nc1nc2ccccc2s1 | 10% | -1
CC(=O)c1c(O)cc(C)n(-c2ccc(F)cc2)c1=O | 7% | 22
COC(=O)C1(O)CC(C(C)C)=NN1C(=O)c1ccccc1 (stereo not drawn) | ? | .
CN1CCN(C(=S)c2cn(Cc3ccccc3F)c3ccccc23)CC1 | ? | .
Cn1c(NCCc2ccccc2)cc(=O)n(C)c1=O | ? | .
CC(=O)Nc1c2c(nn1-c1cccc(Cl)c1)CS(=O)(=O)C2 | ? | .
O=C(CSc1ncccn1)NCCc1ccccc1 | -3% | 2
O=C(CCCOc1ccc(Cl)cc1Cl)NCCCn1ccnc1 | 11% | 1
CCC(C)NC(=O)CCC(=O)Nc1ccc2nc(N3CCOCC3)cc(C)c2c1 (stereo not drawn) | -22% | 0
O=c1cc(CN2CCN(S(=O)(=O)c3ccccc3)CC2)nc2ccc(Cl)cn12 | ? | .
Cc1cc(C)nc(SCC(=O)OCC(=O)N(C)c2c(N)n(Cc3ccccc3)c(=O)[nH]c2=O)n1 | ? | .
CC1c2[nH]c3ccccc3c2C[C@H]2C(=O)N(CCCO)CC(=O)N12 (stereo partly drawn) | -16% | -12
Cc1cc(C)c2nc(SCC(=O)Nc3cc(C)on3)c(C)cc2c1 | ? | .
COc1ccc(C(=O)NNC(=O)c2ccc3ccccc3n2)cc1 | ? | .
Cc1cc(=O)n(-c2ccc3ccccc3n2)[nH]1 | ? | .
CCCc1cc(N2CCCC(C(=O)Nc3ccc(OC)cc3OC)C2)n2ncnc2n1 (stereo not drawn) | 14% | -18
COc1cc(/C=C/C(=O)OC(C)C(=O)Nc2c(C)n(C)n(-c3ccccc3)c2=O)ccc1OCC#N (stereo not drawn) | 9% | 12
O=C(Nc1ccccc1C(=O)N1CCOCC1)c1ccc(Br)cc1 | -16% | 0
CCOc1ccc(C(=O)Nc2ccccc2C#N)cc1[N+](=O)[O-] | ? | .
CNC(=S)NNC(=O)c1noc(C)c1C(=O)N1CCN(C(c2ccccc2)c2ccccc2)CC1 | -6% | -7
CC1CCCC(C)N1C(=O)c1cc(-c2ccc(Cl)c(Cl)c2)on1 (stereo not drawn) | ? | .
O=C(COc1ccccc1)N1N=C(c2cccnc2)CC1(O)C(F)(F)F (stereo not drawn) | ? | .
O=C(NCc1cccs1)[C@@H]1CSC2c3ccccc3C(=O)N21 (stereo partly drawn) | 10% | 4
Cc1ccc(O)c(CO)n1 | -14% | 11

By substructure: those above with a cyano group (3)
SMILES | S3 lipid droplet | S3 lipid droplet cell count max
N#Cc1nc(-c2ccc(F)cc2)oc1NCCN1CCOCC1 | ? | .
COc1cc(/C=C/C(=O)OC(C)C(=O)Nc2c(C)n(C)n(-c3ccccc3)c2=O)ccc1OCC#N (stereo not drawn) | 9% | 12
CCOc1ccc(C(=O)Nc2ccccc2C#N)cc1[N+](=O)[O-] | ? | .

Continuation.
SMILES | S3 lipid droplet | S3 lipid droplet cell count max
CN(C)c1ccc(/C=N\NC(=O)c2csnn2)cc1 | ? | .
C[C@@H]1C=C(C(=O)NCc2nc3ccccc3[nH]2)O[C@H](OCc2ccc(CO)cc2)C1 | ? | .
CSc1nc(=O)n(-c2ccccc2)c(C)c1C(C)=O | ? | .
CCN1CCN(Cc2c(C)[nH]c3ccc(C(=O)OC)cc3c2=O)CC1 | i | 2
Cc1ccc(F)cc1NC(=O)N1CCCN(C(=O)OC(C)(C)C)CC1 | 5% | .
COc1ccc(C2/C(=C(/O)c3ccc(OC(C)C)cc3)C(=O)C(=O)N2CCCN2CCOCC2)cc1 (stereo not drawn) | 18% | 12
CCN(CC)C(=O)Cn1ncc2c1-c1ccccc1OC2 | 2% | -1
CCc1ccccc1NC(=O)c1onc(C)c1Cl | ? | .
CCOCCCNC(=O)C(c1ccccc1)N(Cc1ccc2c(c1)OCO2)C(=O)CNC(C)=O (stereo not drawn) | 20% | .
O=C(COC(=O)C12CC3CC(CC(C3)C1)C2)Nc1ccc([N+](=O)[O-])cc1Br | 0% | 8
CC12CCC(C(=O)Nc3ccc(SC(F)F)cc3)(CC1=O)C2(C)C (stereo not drawn) | 19% | -15
CN(CC1CCCN(CCc2cccc(C(F)(F)F)c2)C1)C(=O)c1ccc2nc[nH]c2c1 (stereo not drawn) | -9% | .
O=C(c1ccco1)N1CCN(C(=O)c2cc3c(=O)oc4ccccc4c3s2)CC1 | ? | .
Fc1cccc2ncnc(OCc3ccccc3)c12 | 16% | 10
COc1ccc(CCNCc2ccc(OCC(=O)N3CCCCC3)c(OC)c2)cc1OC | 40% | .
COC(=O)C1=C(C)n2nnnc2NC1c1cc2ccccc2o1 (stereo not drawn) | 17% | -20
COC(=O)c1ccc(OC(=O)C23CCC(C)(C(=O)O2)C3(C)C)cc1 (stereo not drawn) | ? | .
COc1ccc(-c2nn(-c3ccccc3)cc2/C=N/NC(=S)NC(C)C)cc1OC | 23% | 4
O=C1/C(=N/n2cnnc2)c2ccccc2N1Cc1ccccc1 | -20% | -19
O=C(c1ccc2c(c1)OCO2)N1CCC2(CC1)Oc1ccc(Cl)cc1C(=O)C21CC(c2cccnc2)=NO1 (stereo not drawn) | -9% | 2

Quoted at random: 7 records from the list
SMILES | S3 lipid droplet | S3 lipid droplet cell count max
Fc1cccc2ncnc(OCc3ccccc3)c12 | 16% | 10
COC(=O)C1=C(C)n2nnnc2NC1c1cc2ccccc2o1 (stereo not drawn) | 17% | -20
O=C(c1ccco1)N1CCN(C(=O)c2cc3c(=O)oc4ccccc4c3s2)CC1 | ? | .
O=C1/C(=N/n2cnnc2)c2ccccc2N1Cc1ccccc1 | -20% | -19
COc1ccc(CCNCc2ccc(OCC(=O)N3CCCCC3)c(OC)c2)cc1OC | 40% | .
COC(=O)c1ccc(OC(=O)C23CCC(C)(C(=O)O2)C3(C)C)cc1 (stereo not drawn) | ? | .
CC12CCC(C(=O)Nc3ccc(SC(F)F)cc3)(CC1=O)C2(C)C (stereo not drawn) | 19% | -15

This is a subset; rates above refer to the full screens.
